Hsp70 displacement: small molecules displacing fluorescent ligand from Hsp70 – biochemical, fluorescence polarization, primary screen (AID 583). Hsp70 fluorescence polarization probe displacement, mP; higher % means a stronger effect. displacement, % at 20 µM; hits with a dose series show IC50 in µM. 140,000 compounds, 0.06% hits; in the data active = displacement above about 50%;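 note: plate controls were vehicle for no effect and reference ligand for full effect; a part of the inactive calls stands beside numbers as strong as those of hits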
MKP-3 inhibition: MKP-3 phosphatase inhibitors, primary screen, biochemical, rat enzyme, in vitro (AID 425) | one-dose inhibition, % at 20 µM; IC50 in µM for titrated hits | recombinant MKP-3 phosphatase activity, fluorescence; higher % means a stronger effect | 110,000 compounds, 0.17% hits; in the data active = inhibition above about 50%;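 note: plate controls were vehicle for no effect and reference inhibitor for full effect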
* = called active by the depositor; · = not tested or not shown; & = joins results of further samples.

SMILES	Hsp70 displacement	MKP-3 inhibition
CC(C)C1C(=O)NC(=S)N(c2ccccc2)C1=O (stereo unspecified)	-2.3%	2%
Cc1nn(CCC#N)c2c1P(=S)(N1CCCC1)OC(c1ccc(F)cc1)=N2 (stereo unspecified)	3.0%	0%
CCOC(=O)C(O)(c1ccc(NC(=O)c2ccco2)c(OC)c1)C(F)(F)F (stereo unspecified)	2.0%	-13%
CCC1CN(C)CCC1(O)c1ccccc1 (stereo unspecified)	-1.6%	-4%
COc1cc(C=C2C(=O)NC(=S)NC2=O)ccc1OCc1c(C)no[n+]1[O-]	1.7%	3%
CCN(CC)c1ccc(CC2C(=O)N(C)C(=O)N(C)C2=O)cc1	-1.1%&-6.0%	-7%&4%
COc1ccc(-n2c(O)c(C=NCCCn3ccnc3)c(=O)[nH]c2=O)cc1	0.7%	·
CN1C(=O)NC(=O)/C(=C/c2ccc(-c3ccc(C(=O)O)cc3)o2)C1=O	-5.3%	5%
Cc1ccc2cccc(OC(=O)N3CCCC3)c2n1	1.5%	2%
O=C1NC(=O)C(=Cc2ccccc2OCCOc2ccc([N+](=O)[O-])cc2)C(=O)N1	-2.7%	4%
COc1ccc(C=C2C(=O)NC(=S)NC2=O)c(OC)c1	3.1%	0%
CC(Cc1ccccc1)NC(=O)NC(C)Cc1ccccc1 (stereo unspecified)	-1.2%	·
COC(=O)C1C2C(=O)N(c3ccc([N+](=O)[O-])cc3)C(=O)C12c1ccc(Cl)cc1 (stereo unspecified)	3.0%	2%
N/C(=N\[N+](=O)[O-])N1CCN(C(=O)c2ccco2)CC1	3.6%	2%
C=CCc1cc(/C=C2/C(=O)NC(=O)N(C)C2=O)cc(OC)c1O	34%	3%
CC(Cc1ccccc1)NC(=O)C(c1ccc(N)cc1)c1ccc(N)cc1 (stereo unspecified)	0.2%	3%
Cc1nc2ccccc2c(=O)n1-c1ccc(O)cc1	-1.1%	-3%
CCOP(C)(=O)CN1CCCCC1 (stereo unspecified)	4.8%	2%
COc1cccc(OC)c1C1=NCC(=O)Nc2c1oc1ccc(Br)cc21	0.9%	-3%
O=C(Nc1cccnc1)c1c(O)c2c(n(Cc3ccccc3)c1=O)CCCC2	1.2%	6%
Cc1cccnc1-n1c(CN2C(=O)c3ccccc3C2=O)nc2ccccc2c1=O	2.5%	-4%&2%
NCC1(CC(=O)O)CCCCC1	2.2%	-6%
O=C(CCn1c(=O)oc2ccccc21)N1CCC2(CC1)OCCO2	3.5%	-8%
CCC(N)C(=O)c1c(C)cc(C)cc1C (stereo unspecified)	2.4%	2%
FC(F)(F)/C(=N\P(=S)(N1CCOCC1)N1CCOCC1)N1CCOCC1	-3.5%	2%

New compounds follow
SMILES	Hsp70 displacement	MKP-3 inhibition
COc1cc(C=C2C(=O)NC(=S)NC2=O)cc(Br)c1OCc1c(C)no[n+]1[O-]	-0.1%	3%
Nc1ccccc1N=Cc1c(O)n(CCC2=CCCCC2)c(=O)[nH]c1=O	-11%	-12%
CCC(C)(C)n1nnnc1CN1CCC(n2c(C)nc3cc(C(F)(F)F)ccc32)CC1	14%	·
CC(C(N)=O)N1CC(c2ccc(Cl)cc2)CC1=O (stereo unspecified)	2.5%	-8%
Cc1cccc(NC(=O)CSc2nnc([C@@H](N)Cc3c[nH]c4ccccc34)o2)c1C	-1.3%	-12%
Cc1nc2ccc(I)cc2c(=O)n1-c1ccc([N+](=O)[O-])cc1Cl	2.2%	-3%
CN1CCN(C(=O)Cc2nc3ccccc3[nH]2)CC1	12%	-11%
O=C(C1CCC(=O)N1C1CCCC1)N1CCC2(CC1)OCCO2 (stereo unspecified)	5.2%	·
O=C(COc1ccc2ccccc2c1)N1CCN(C2CC3CCC2C3)CC1 (stereo unspecified)	0.4%	2%
Cc1cc([N+](=O)[O-])ccc1-c1ccc(/C=C2/C(=O)NC(=O)N(C)C2=O)o1	-0.9%	10%
CCC1(c2ccccc2)C(=O)N(C)C(=O)N(C)C1=O	8.3%	·
CCCNC(=O)C1CN1Cc1ccc(OC)cc1 (stereo unspecified)	-2.0%	0%
C=CCn1c(O)c(C(CC)=NCCCO)c(=O)[nH]c1=O	-1.1%	-5%
CC(=O)N1CCC2(CC1)CC(=O)c1cc(OCC(=O)N3CCN(C)CC3)ccc1O2	-1.1%	3%
N#CC1=C(N)Oc2c(c(=O)oc3ccccc23)C1c1ccccc1 (stereo unspecified)	3.8%	0%
O=c1[nH]c(=O)n(Cc2ccc(F)cc2)c(O)c1C=NCCCn1ccnc1	-0.1%	·
CCC(=NCc1cc(OC)cc(OC)c1)c1c(O)n(C)c(=O)n(C)c1=O	14%	·
Cc1cc(OCC(N)=O)c2c3c(c(=O)oc2c1)CCC3	4.0%	5%
O=C(Cc1ccccc1)OCn1nnc2ccccc2c1=O	-2.4%	·
c1ccc2oc(N3CCNCC3)nc2c1	-1.2%	-9%
CC(C)n1cc(C(=O)N(CC(=O)NC2CCCC2)Cc2ccccc2)cn1	2.5%	0%
CN1CCN(CC(=O)Nc2ccc(Cl)cc2C(=O)c2ccccc2)CC1	0.1%	-8%
O=C1NC(=O)C(=Cc2cccc(OCc3ccccc3)c2)C(=O)N1	3.3%	0%
O=c1[nH]c(=O)n(Cc2ccccc2)c(O)c1C=NCCCO	-39%	-4%
O=C(c1ccco1)c1cn(Cc2ccccc2)c2ccccc12	-4.9%	·

Ordered by number of heavy atoms (highest first): part of the list above
SMILES	Hsp70 displacement	MKP-3 inhibition
COc1ccc(-n2c(O)c(C=NCCCn3ccnc3)c(=O)[nH]c2=O)cc1	0.7%	·
CCN(CC)c1ccc(CC2C(=O)N(C)C(=O)N(C)C2=O)cc1	-1.1%&-6.0%	-7%&4%
CCC1CN(C)CCC1(O)c1ccccc1 (stereo unspecified)	-1.6%	-4%

The listing picks up, starting two compounds before the break.
SMILES	Hsp70 displacement	MKP-3 inhibition
O=c1[nH]c(=O)n(Cc2ccccc2)c(O)c1C=NCCCO	-39%	-4%
O=C(c1ccco1)c1cn(Cc2ccccc2)c2ccccc12	-4.9%	·
CSCCC(N=Cc1c(O)n(-c2ccc(Cl)cc2)c(=O)[nH]c1=O)C(=O)OC(C)(C)C (stereo unspecified)	0.3%	·
CCOCCN1CCC(OC(C)=O)C(C)C1 (stereo unspecified)	-2.1%	-6%
COc1ccccc1-n1c(O)c(C=NCc2ccc3c(c2)OCO3)c(=O)[nH]c1=O	-6.3%	-9%
Cc1ccc(C)c(C2(O)CC(C)N(C)CC2C)c1 (stereo unspecified)	-3.2%	-4%
CC(C)CCn1c(=O)c(C(=O)Nc2ccccc2S(N)(=O)=O)c(O)c2ccccc21	-2.8%	·
Clc1cccc(CNCCc2ccc3c(c2)OCO3)c1	-1.8%	0%
Cc1ccc2c(c1)C1CN(C)CCC1N2C(=O)Cn1cnc2c1c(=O)n(C)c(=O)n2C (stereo unspecified)	-1.6%	-12%
CCCCC1(CN2CCCC2=O)C(=O)NC(=O)NC1=O	2.3%	0%
c1ccc(C2CC3CC4(CCCC4)N2O3)cc1 (stereo unspecified)	2.2%&2.3%	-3%&-3%
O=C(CCc1nc(-c2ccccc2F)no1)N1CCC2(CC1)OCCO2	2.6%	-6%
Cc1nn(C2CCOC(C)(C)C2)c2c1C(c1ccc3c(c1)OCO3)SCC(=O)N2 (stereo unspecified)	-1.8%	-7%
Cc1ccc(-n2c(O)c(C=Nc3ccccc3N)c(=O)[nH]c2=O)cc1C	5.2%	-7%
CCC(=O)N1N=C2C3CCN(CC3)C2C1c1ccc([N+](=O)[O-])cc1 (stereo unspecified)	-5.5%	-1%
Cc1ccc2c(c1)C1CN(C)CCC1N2C(=O)c1ccc(Br)o1 (stereo unspecified)	·	1%
Cc1ccc(Cn2c(C)c3cnn(CC(=O)N4CCC5(CC4)OCCO5)c(=O)c3c2C)cc1	2.7%	-2%
CCCCn1c(O)c(C(C)=NCCN2CCCCC2)c(=O)[nH]c1=O	7.7%	-4%
CC(=O)Nc1ccc(OC(=O)N(C)c2ccccc2)cc1	-2.3%	-9%
C=CCOC(=O)C1=C(C)OC(N)=C(C(=O)OCC)C12C(=O)N(CC(N)=O)c1ccccc12 (stereo unspecified)	-1.1%	4%
COc1ccc(O)c(CN2CCN(Cc3ccc(F)cc3)CC2)c1	3.3%	-1%
COc1ccc(O)c(CN2CCN(Cc3ccc(C)cc3)CC2)c1	0.7%	-3%
CCCCn1c(O)c(C(CC)=NCc2cc(OC)cc(OC)c2)c(=O)[nH]c1=O	0.7%	·
O=C1NC(=O)N(c2cccc(Br)c2)C(=O)/C1=C/c1ccc(-c2ccc(C(=O)O)cc2)o1	-3.1%	6%
COc1ccc2c(c1)c(C(=O)O)c(C)n2CC(C)C	2.1%	9%
Cc1nnc2n1-c1ccc(Cl)cc1C(c1ccccc1)=NC2	-3.4%	·
N#Cc1cc2c(nc1SCC(=O)Nc1ccc(Cl)cc1)C1CCN2CC1	2.1%	-6%

Overlap with the part before: 7 compounds, then new ones.
SMILES	Hsp70 displacement	MKP-3 inhibition
COc1ccc(O)c(CN2CCN(Cc3ccc(F)cc3)CC2)c1	3.3%	-1%
COc1ccc(O)c(CN2CCN(Cc3ccc(C)cc3)CC2)c1	0.7%	-3%
CCCCn1c(O)c(C(CC)=NCc2cc(OC)cc(OC)c2)c(=O)[nH]c1=O	0.7%	·
O=C1NC(=O)N(c2cccc(Br)c2)C(=O)/C1=C/c1ccc(-c2ccc(C(=O)O)cc2)o1	-3.1%	6%
COc1ccc2c(c1)c(C(=O)O)c(C)n2CC(C)C	2.1%	9%
Cc1nnc2n1-c1ccc(Cl)cc1C(c1ccccc1)=NC2	-3.4%	·
N#Cc1cc2c(nc1SCC(=O)Nc1ccc(Cl)cc1)C1CCN2CC1	2.1%	-6%
Nc1ncc(P(=S)(N2CCOCC2)N2CCOCC2)s1	0.4%	2%
COc1cccc(OCC(=O)N2CCN(C)CC2)c1	0.6%&4.6%	-1%&0%
CC(C)COc1ccc(Cc2c(O)[nH]c(=S)[nH]c2=O)cc1	1.8%	6%
O=c1c2cc(I)ccc2nc(/C=C/c2c[nH]c3ccccc23)n1-c1ccccc1	-5.4%	0%
CCCC(C)C1C(C#N)=C(N)Oc2c1c(=O)oc1ccccc21 (stereo unspecified)	3.4%&-0.1%	-7%&0%
CN1C(=O)NC(=O)/C(=C\c2ccc(C(=O)O)cc2)C1=O	1.9%	6%
CCC(=NCc1ccco1)c1c(O)n(-c2ccccc2)c(=O)[nH]c1=O	1.2%	-5%
COc1ccc(CN2CCN(Cc3ccccc3Cl)CC2)cc1Br	-3.0%	3%
Cc1cccc(-n2c(O)c(C=NCCCN3CCOCC3)c(=O)[nH]c2=O)c1C	3.9%	-2%
CC(C)N1C(=O)CCC1C(=O)N1CCC2(CC1)OCCO2 (stereo unspecified)	3.5%	·
O=C(Cc1ccccc1)N1CCN(C2CCCC2)CC1	0.4%&0.8%	-11%&-2%
O=c1c2ccccc2nc(-c2ccc([N+](=O)[O-])cc2)n1-c1ccccc1	1.4%	-2%
CCN(c1ccc(C(O)(C(=O)OC)C(F)(F)F)cc1)S(=O)(=O)c1ccccc1 (stereo unspecified)	0.2%	-12%
Cc1cc(/C=C2\C(=O)NC(=O)N(c3cccc(Br)c3)C2=O)c(C)n1C	0.8%	-5%
Cn1c(C(=O)O)c(CC(=O)N2CCN(Cc3ccccc3)CC2)c2ccccc21	-1.1%	8%
C1=C(c2ccccc2)Nc2nonc2N=C1c1ccccc1	-7.7%	-1%
O=C(c1cc2c(s1)CCCC2)N1CCC2(CC1)OCCO2	-3.6%	-11%

Record cards, from the list above:
`O=c1c2cc(I)ccc2nc(/C=C/c2c[nH]c3ccccc23)n1-c1ccccc1` as listed: Hsp70 displacement: -5.4%; MKP-3 inhibition: 0%
`Cc1cccnc1-n1c(CN2C(=O)c3ccccc3C2=O)nc2ccccc2c1=O` as listed: Hsp70 displacement: 2.5%; MKP-3 inhibition: -4%&2%

Source: PubChem BioAssay

Not all compounds are listed; count on the stated rates, not on these rows.
